# Pf apPOL block – Pf-apPOL DNA polymerase inhibition; 210,000 tested, 0.25% active; inhibition, % at 10 µM; AID 1794808; Recombinant Pf-apPOL, molecular beacon fluorescence, 1.5 h
# mHTT CaM bind – disrupts binding of mutant huntingtin to calmodulin | 190,000 tested, 3.6% active | P42858 | inhibition, % at 15 µM | AlphaScreen His-mHTT/GST-CaM binding, luminescence;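 note: 0% = both proteins with DMSO and 100% = one protein alone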
# * hit, by the source's call; · = not tested or not shown; & = joins results of further samples. Cut-off read from the data, not from the text of the source: active = inhibition above about 50%; inactive = the rest.
# Sample of the layout (2 entries):
SMILES,Pf apPOL block,mHTT CaM bind
O=C(O)CCCCCNC1=C(n2nnc3ccccc32)C(=O)c2ccccc2C1=O,-5&-1,0&7
CCCCOC(=O)C1C2C=CC3(CN(Cc4ccccc4)C(=O)C13)O2 (configuration not stated),-3,16

# The listing, repeating the preview:
SMILES,Pf apPOL block,mHTT CaM bind
O=C(O)CCCCCNC1=C(n2nnc3ccccc32)C(=O)c2ccccc2C1=O,-5&-1,0&7
CCCCOC(=O)C1C2C=CC3(CN(Cc4ccccc4)C(=O)C13)O2 (configuration not stated),-3,16
CC(C)c1ccc(N2CCC(C(=O)N(C)Cc3ccccc3)C2=O)cc1 (configuration not stated),-4,-5
O=C1C=C(c2ccccc2)OC(c2ccc(OCc3ccccc3F)cc2)O1 (configuration not stated),-5,-16
CCC(C)NC(=O)c1cnn2c(C)c(Cc3ccccc3Cl)c(C)nc12 (configuration not stated),-7,-8
O=C(c1ccc([N+](=O)[O-])cc1)N1N=C(C2CC2)CC1(O)C(F)F (configuration not stated),-5,10
Cc1nc(N)sc1-c1csc(Nc2ncccn2)n1,-4&-6,11&37
O=[N+]([O-])c1cccc2c1nnn2C(CO)OCCO (configuration not stated),-1&-2,-5&-5
CCOc1cc(C(=O)NCCC(C)C)cc(OCC)c1OCC,0,-2
CSC(=CC(=O)c1cccs1)NCc1ccccc1,-3,·
Cc1ccccc1CNC(=O)C(=O)Nc1ccc(F)cc1F,-2,-9
CC(=O)Nc1ccc(-c2noc(C3CCCN(C(=O)c4ccc(C#N)cc4F)C3)n2)cc1 (configuration not stated),-4,-5
Cc1noc(C)c1C(=O)Nc1ccc(Sc2ccccc2)nc1Sc1ccccc1,-8,·
CC(C)=CCCC1(C)OC(=O)N(CC(=O)O)C1(C)O (configuration not stated),·,-1
O=C(COc1ccc(F)cc1)Nc1nccs1,-2,-8
Cc1cc2nc(Cc3ccc(OC(F)F)cc3)c(=O)n(C)c2cc1C,-1,-3
CN1CCN(Cc2cc(O)ccc2[N+](=O)[O-])CC1,-3,-2
Cc1cccc(NC(=O)N2CCOc3ccc(Cl)cc32)c1,-2,-10
CCN1CCN(C(=O)CCC2CCN(c3cc(NC4CC4)ncn3)CC2)CC1,-1,3
CCC(CO)Nc1ncc([N+](=O)[O-])c(N)n1 (configuration not stated),-4,-20
COc1ccc(-c2cn3ccn(-c4cc(C)c(Cl)cc4OC)c(=O)c3n2)cc1,-5,-1
O=C(Nc1cccc(NC(=O)c2ccc(Cl)cc2Cl)c1)c1ccccc1F,5,10
COc1ccc(/C=C2\N=C(c3ccc(OC)c(OC)c3)OC2=O)cc1,-1,7
CCc1csc2nc(C)c(NC(=O)Cc3ccc(C)cc3)c(=O)n12,-2,-3
CCN1C(=O)c2cccnc2Sc2cc(NC(=O)c3ccc(F)cc3)ccc21,-3,-4

# The list goes on:
SMILES,Pf apPOL block,mHTT CaM bind
Cc1cc2c(c(=O)o1)C(c1c(F)cccc1Cl)C(C#N)=C(N)O2 (configuration not stated),-1,1
CCOC(=O)c1sc(NC(=O)c2cc(-c3ccccc3)on2)c(C#N)c1C,1,-3
Cc1cccc(CN2CCCn3nc(C(=O)Nc4ccccc4F)cc3C2=O)c1,-3,-6
O=C(Nc1ccc(Cl)c(Cl)c1)N1CC=CCC1,-6,-19
CC(=O)N1CCc2sc(S(=O)(=O)Nc3cccc(Cl)c3C)cc2C1,0,2
CC(=O)N1CCc2cc(C(=O)N3CCCCCC3)ccc21,0,3
O=C(c1ccsc1)N1CCCn2nc(-c3ccc(Cl)cc3)cc2C1,0,42
CC(=O)c1nnn(-c2nc(N3CCCC3)nc(N3CCCC3)n2)c1C,·,-3
Cc1cc(C(=O)NCCc2ccccc2)nc2cc(-c3ccccc3)nn12,-5,-94
CCCC[C@H]1[C@@H]2C[C@H]([C@H]3CCCCN31)[C@H](OC(=O)Nc1ccc(C)cc1)C2,-5,-1
CNN=C1CCC2C3CCc4cc(O)ccc4C3CCC12C (configuration not stated),-11,-3
COc1ccc(C)cc1S(=O)(=O)N1CCN(S(=O)(=O)c2cc(C)ccc2OC)C(C)C1 (configuration not stated),-3,10
COc1ccccc1CCC(=O)N1CCC(c2nncn2C)CC1,13,16
CCCCc1ccc(N2CC(C(=O)O)CC2=O)cc1 (configuration not stated),4,-2
O=c1c2ccccc2ncn1Cc1ccccc1,-7,-11
CN(CCc1ccncc1)C(=O)c1ccc(N2CCNC(c3ccccc3)C2)nc1 (configuration not stated),2,10
O=C(NCCCNc1ccc([N+](=O)[O-])cc1Cl)c1ccccc1F,-2,7
Cc1ccc(C(=O)C(NC(=O)c2cccs2)Nc2ccc(S(N)(=O)=O)cc2)cc1 (configuration not stated),-4,16
O=C(NCC12CC3CC(CC(C3)C1)C2)c1cnccn1,·,-4
O=C(NC1CC1)c1nc(-c2ccncc2)cs1,-3,-7
N=C1SCC(=O)N1c1ncc(Cc2cccc(Cl)c2)s1,-4,23
Cn1nccc1NS(=O)(=O)c1ccc(NC(=O)C(F)(F)F)cc1,5,·
CCCSc1nc2c(c(=O)n1-c1ccccc1)SCC2,3,11
Cc1ccc(-c2csc(NC(=O)c3coc4ccccc4c3=O)n2)o1,9,0
O=C(NCc1ccc(F)cc1)c1ccnc(N2CCNC(c3ccccc3)C2)c1 (configuration not stated),1,8

# (next part)
SMILES,Pf apPOL block,mHTT CaM bind
COC(CNC(=O)c1cc(Sc2ccccc2Cl)nc2ccccc12)OC,-2,4
O=C(NCc1csc(-c2cccs2)n1)C1CCN(C(=O)c2c(F)cccc2F)CC1,-7,-10
CC(C)(C)c1cc(-c2nnc(-c3cccs3)o2)n(Cc2ccc(F)cc2)n1,-2,·
CCOC(CNC(=O)Cn1cnc2sc(C)c(C)c2c1=O)OCC,-5,-9
O=C(C1COc2ccccc2O1)N1CCc2nc3cc(-c4ccccc4)[nH]n3c(=O)c2C1 (configuration not stated),2,16
Cn1c(C2CCN(C(=O)CC3CCCCC3)C2)nc2ccncc21 (configuration not stated),-7,7
Cc1ccc(-c2nc3ncccc3o2)cc1NC(=O)c1cccs1,9,46
COc1cc(C=C2C(=O)NC(=O)NC2=O)cc(Br)c1OC,23,5
Cc1ccc(S(=O)(=O)C(NC(=O)c2cccc(C)c2)C(Cl)(Cl)Cl)cc1 (configuration not stated),-4,-3
CNC(=O)Nc1ccc(C2(C(=O)N3CCN(c4ccccc4)CC3)CCC2)cc1,1,11
COc1ccc(N2C(=O)CC(Sc3nc4c(cc3C#N)CCC4)C2=O)cc1 (configuration not stated),0,27
O=C(NC1CCN(Cc2c[nH]c3ccccc23)CC1)C1CCCCC1,-2&-11,·
CN(C)c1ccc(-c2nn(-c3ccccc3)c(N)c2C#N)cc1,-8,19
Cc1ccc(CCNC(=O)c2c[nH]n3c(=O)c(Cc4ccccc4F)c(C)nc23)cc1,-15,31
O=C(Nc1ccccc1F)c1cc2cc(Br)ccc2oc1=O,1,2
COc1ccc(C2C(C(C)=O)=C(O)C(=O)N2c2ccccn2)cc1 (configuration not stated),-6,8
O=C(COc1ccc([N+](=O)[O-])cc1)NC(Cc1ccc(Cl)cc1)C(=O)O (configuration not stated),-66,4
COc1ccc(N(CC(=O)Nc2c(C)n(C)n(-c3ccccc3)c2=O)S(C)(=O)=O)cc1Cl,-1,4
O=C(c1ccoc1)N1CCCC2(C1)Nc1ccccc1NC2=NCc1ccccc1 (configuration not stated),4,100*
O=C(O)c1cc([N+](=O)[O-])ccc1NCc1ccco1,-4,·
COc1ccc([N+](=O)[O-])cc1-c1ccc(/C=C(\C#N)c2nn(-c3ccccc3)c(N)c2C#N)o1,4,15
O=C(c1ccc2ncnc(N3CCCCC3)c2c1)N1CCN(c2ccccc2)CC1,-2,4
COc1ccc(COCCN2CCN(S(=O)(=O)c3ccc(C)cc3)CCC2=O)cc1,-4&-5,8&10
N#CCCn1cc(CO)c(-c2ccc(F)cc2)n1,1,-8
CSC(=NCc1c(Cl)cccc1Oc1ccccc1)NS(=O)(=O)c1ccccc1,-9,·

# Next part
SMILES,Pf apPOL block,mHTT CaM bind
COC(=O)CCCC[C@H]1SC[C@@H](NC(C)=O)[C@@H]1OC(C)=O,·,-4
COc1cc2c(cc1OC)C(c1c(Cl)cccc1Cl)NC(=O)C2 (configuration not stated),-11,3
O=C1S/C(=C\c2ccccc2)C(=O)N1c1ccc(O)cc1,-5,3
CC(NS(=O)(=O)c1ccc2c(c1)Cc1cc(S(=O)(=O)NC(C)C(=O)O)ccc1-2)C(=O)O (configuration not stated),1,4
COc1ccccc1CNC(=O)CCC1CCN(c2cc(NC3CC3)ncn2)CC1,-4,11
O=C1NC(c2ccccn2)Nc2sc3c(c21)CCCC3 (configuration not stated),-9,3
COc1ccc(S(=O)(=O)Nc2cc(S(=O)(=O)c3ccc(OC)cc3)c(O)c(C)c2C)cc1,-3,12
CSc1ccc(/C=C/c2nc(N)nc(-c3ccccc3O)n2)cc1,-5,9
Cc1cccc(CNC(=O)C2CCCN(c3ncccc3-c3noc(C4CCC4)n3)C2)c1 (configuration not stated),2,18
Cc1cccc(-c2noc(C3CCCN3C(=O)c3ccccc3F)n2)c1 (configuration not stated),-3,-8
Cc1cccc(CNc2cc(-n3nc(C)cc3C)ncn2)c1,-3,-4
O=C(C1CCCCC1)N1CCc2nc(-c3ccc(Cl)cc3)ncc2C1,-6,-3
O=C(Nc1cc(Cl)ccc1O)c1cc2n(n1)C(C(F)(F)F)CC(c1ccc(Cl)cc1)N2 (configuration not stated),-3,89*
CCCCN(CC)C(=O)c1ccc(SC)cc1OC,-5,-2
CC(=O)c1cccc(NC(=O)c2cnn3c4c(cnc23)CCCCCC4)c1,-1,11
Cc1ccc(C(=O)N2CCC3(CC2)NC(=O)c2cc(C)ccc2N3C)cc1,-4,3
O=C(NCc1ccc(F)cc1)c1ccn2c(-c3ccccc3)nnc2c1,-6,-3
Cc1ccn(-c2ccnc(NCc3cc(F)cc(F)c3)n2)n1,-2,-9
CN(Cc1cccs1)C(=S)SCc1cccs1,·,-156
COc1ccc(N2CC(C(=O)Nc3cc(C)ccn3)CC2=O)cc1 (configuration not stated),0,1
CCC(C)Sc1nnc2n1CCN2c1ccc(F)cc1 (configuration not stated),-6,-3
COc1ccc(N2CC(NC(=O)Nc3ccc(F)c(Cl)c3)CC2=O)cc1OC (configuration not stated),-5,2
Cn1nc(-c2nc(-c3ccccc3)no2)c2c1CCN(C(=O)Nc1ccc(F)cc1)C2,5,0
CCn1cc(C2=CCN(S(=O)(=O)c3c(C)c(C)cc(C)c3C)CC2)c2cccnc21,-1,29
Cc1c(CCC(=O)O)c(=O)oc2c(C)c(O)ccc12,7,0

# (next part)
SMILES,Pf apPOL block,mHTT CaM bind
O=C(C[n+]1cccc2ccccc21)c1ccc(-c2ccccc2)cc1,-4,34
CC(=O)N1CCN(C(=O)c2cc(-c3ccc(F)c(F)c3)n(C)n2)CC1,-4,-5
COc1ccc(C=C(C#N)C(=O)O)cc1OC,-4&-1,·
Cc1ccsc1C1C(C#N)=C(N)Oc2n[nH]c(C(C)(C)C)c21 (configuration not stated),4,13&16
O=C(c1ccccn1)N1CCN(C(=O)c2nnn3c2COC(c2ccccc2)C3)CC1 (configuration not stated),-6,3
O=S(=O)(NCC(O)c1ccsc1)c1ccc(F)c(Cl)c1 (configuration not stated),-5,-10
Fc1cccc2c1NC(c1ccc(Br)cc1)C1CC=CC21 (configuration not stated),4,40
COc1nccnc1N1CCC(NC(=O)Cc2c(C)noc2C)C1 (configuration not stated),-7,-5
O=C(O)c1cccc(NC(=O)c2cccc(S(=O)(=O)N3CCc4ccccc4C3)c2)c1,-6,0
COC(=O)c1cc(Nc2cccc(C)c2)c2ccccc2n1,-5,-7
COc1ccc(OC)c(/C=C2/C=C(c3ccccc3)OC2=O)c1,-1,13
Cc1ccc(N2C(=O)C3C4C=CC(O4)C3C2=O)cc1 (configuration not stated),-2,-3
CCOc1cc(C)nc(-c2ccccc2O)n1,-2,-73
Cc1nn(-c2ccc(C(=O)N3CCCCC3)cc2)c2c1C(=O)CC(C)(C)C2,0,2
Cc1nc(S(=O)(=O)N2CCCC3(C2)Nc2ccccc2NC3=NC2CCCC2)cn1C (configuration not stated),12,10
CC(C)C(=O)Nc1ccc(C(=O)O)cc1,2,1
COc1ccc(C=C2Oc3cc(OC(=O)c4ccc(F)cc4)ccc3C2=O)c(OC)c1OC,-10,-3
Cc1cc(NC(=O)c2cc3nc(-c4ccc(Br)cc4)cc(C(F)(F)F)n3n2)no1,3,-1
O=C(NCc1cc(-c2ccc(Cl)cc2)on1)c1ccccn1,-9,0
COc1nn(-c2nc(-c3cccs3)cc(C(F)(F)F)n2)c(C)c1[N+](=O)[O-],1,-4

# Three of the compounds above, with each value named.
SMILES: COc1nccnc1N1CCC(NC(=O)Cc2c(C)noc2C)C1 (configuration not stated)
  Pf apPOL block = -7 | mHTT CaM bind = -5

SMILES: O=C(O)c1cccc(NC(=O)c2cccc(S(=O)(=O)N3CCc4ccccc4C3)c2)c1
  Pf apPOL block = -6 | mHTT CaM bind = 0

SMILES: COC(=O)c1cc(Nc2cccc(C)c2)c2ccccc2n1
  Pf apPOL block = -5 | mHTT CaM bind = -7

# Quoted at random: 2 entries already listed.
SMILES,Pf apPOL block,mHTT CaM bind
COC(=O)c1cc(Nc2cccc(C)c2)c2ccccc2n1,-5,-7
CCOc1cc(C)nc(-c2ccccc2O)n1,-2,-73

# Screening data from PubChem BioAssay.
